# West Nile antiviral: West Nile virus antiviral activity, cell-based, CPE readout (AID 1621) | West Nile virus-infected cells, CPE inhibition; higher % means a stronger effect | CPE inhibition, % at 10 µM; hits with a dose series show IC50 in µM | 290,000 tested, 0.02% active; in the data active means a potency from the dose series; inconclusive means CPE inhibition mostly from about 3.7% at the one dose, without a potency; inactive means the rest, 99 in 100 with CPE inhibition below about 2.2%; further: strong numbers were not always called active
# WT yeast gro inh: growth inhibition of WT strain, primary screen, mitochondrial fusion inhibitor project, WT and mutant strains, chemical genetic. mitochondrial fusion phenotypic screen. inhibition, % at 10 µM. 190,000 tested, 2.1% active. AID 1362, 2008; in the data active means inhibition above about 58%; tested in S. cerevisiae
# Lipid droplet: inhibitors of hepatocyte lipid droplet formation, primary screen, imaging, high-throughput imaging, BODIPY stain | 240,000 tested, 0.4% active | AML12 mouse hepatocytes, oleate lipid droplets | inhibition, % at 6.5 µM | AID 1656, 2009;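 active means lipid droplet intensity inhibited by at least 50%, with more than 500 cells counted; inconclusive means wells with under 300 cells, treated as cytotoxic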
#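 Test system: AML12 mouse liver cells; schedule: overnight exposure; technique: high-content imaging of BODIPY-stained droplets and DAPI nuclei; read-out: % inhibition of corrected integrated BODIPY droplet signal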
# b-catenin transl: modulators of beta-catenin nuclear translocation, primary screen, imaging, HeLa cells, immunofluorescence, high-content | nuclear translocation activity, % at 5 µM | AID 1665, 2009 | 190,000 tested, 0.3% active;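 active means nuclear translocation activity above 50% at 5 µM, with a well cell count of 50 or more; inconclusive means wells under 50 cells across six images, flagged as toxic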;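 further: per-cell ratio of nuclear to cytoplasmic median beta-catenin stain intensity; plate controls were DMSO negative control for no effect and GSK-3 inhibitor IX positive control for full effect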
#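 Technique: fluorescence imaging of beta-catenin antibody stain plus DAPI / Material: human HeLa cell line / Incubation: compound treatment 24 h, 37°C, 5% CO2 / Read-out basis: % activation of per-cell nuclear versus cytoplasmic median beta-catenin signal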
# Ins promoter up: insulin promoter activators in MIN6 cells, imaging, high-content screening, mouse beta cells | MIN6 insulin promoter-GFP reporter; active compounds read high | z-score at 5 µM | 190,000 tested, 0.3% active;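 active means z-score above 3 at 5 µM with at least 500 cells counted in the well; inconclusive means wells under 500 cells, flagged as cytotoxic or low count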
# Myeloid diff MLP: induction of myeloid progenitor differentiation, primary screen, cell-based, flow cytometry, MLPCN library | ER-HoxA9 myeloid progenitors, lysozyme-GFP differentiation | calls only at 10 µM | 360,000 tested, 1% active;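 active means normalized GFP-positive differentiation at or above the plate's own cutoff, the solvent-only control mean plus 3 SD; inconclusive means no clear call, values can overlap the other calls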;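 further: cells exposed to compound for four days before flow analysis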
# MT stabilize HCS: microtubule stabilizers in HeLa cells, primary screen, imaging, high-content imaging; HeLa tubulin immunostaining HCS, 24 h; share of cells brighter than vehicle mean+2SD; % tubulin-high responders, % at 10 µM; 200,000 tested, 0.83% active; AID 2205, 2009;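 active means plate Z-score above 3 for both tubulin-high and condensed-nucleus cell shares, with cell loss under 80%, at 10 µM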;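 further: anti alpha tubulin signal scored within the nucleus-defined area of each cell; some results filed as inactive read as strong as hits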
# Autophagy mod: autophagy modulators in MEF cells, primary screen, imaging, high-content, MEF GFP-LC3; MEF GFP-LC3 puncta imaging; test concentration mostly 10 µM; calls only at 10 µM (by protocol); 190,000 tested, 0.98% active;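 active means percentage of spot-positive cells more than 3 SD above its plate mean, without a fluorescence outlier flag or 80% toxicity; inconclusive means no clear call, values can overlap the other calls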;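 further: spot-positive cell cutoff set from DMSO-treated cells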
# T cell HTS: modulators of CD8 T cell-vesicle binding, primary screen, mouse 2C CD8+ T cells, flow cytometry; 2C CD8+ T cell-vesicle binding; active compounds read low; calls only at 7 µM; 330,000 tested, 0.068% active; AID 2052, 2009;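 active means response, share of CD8 T cells binding vesicles, and their 90th percentile fluorescence all below set limits, cut at about 80% in these data, passing the limit was not always enough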
#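 incubation = binding step 1.5 h, 37 °C, antibody labelling 20 min, ice | test system = 2C mouse CD8+ T cells | read-out basis = percent CD8+ FL2 mean versus row control | controls = Peptide-free naked vesicles (low) and QL9 vesicles with 0.7% DMSO vehicle (high) | detection = flow cytometry of vesicle-bound cells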
# WT yeast gro inh mutant strain: also measured in WT yeast gro inh; calls as there; inhibition, %; mitochondrial fusion phenotypic screen, mutant strain inhibition
# Ins promoter up cell count: second read-out of Ins promoter up, no call of its own (marks repeat the call); cell count; measured here: cytotoxicity, nuclei count;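 total cells summed across four imaged fields per well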
# Lipid droplet cells 6.5 µM: second read-out of Lipid droplet, no call of its own (marks repeat the call); cell count; measured here: cell count, cytotoxicity flag;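 cells counted across two imaged fields per well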
# b-catenin transl cell count 5 µM: also measured in b-catenin transl; calls as there; cell count; measured here: cell count, cytotoxicity flag
# T cell HTS vesicle-bound %: also measured in T cell HTS; calls as there; double positive events, %; measured here: CD8+ vesicle-bound cell fraction;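 binding gate set so that unloaded-vesicle control wells show 10% double positive cells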
# MT stabilize HCS Hoechst-high %: second read-out of MT stabilize HCS, no call of its own (marks repeat the call); % Hoechst-high responders; measured here: nuclear condensation Hoechst responders;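 share of cells brighter than vehicle mean plus two SD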
# MT stabilize HCS cytotoxicity %: second read-out of MT stabilize HCS, no call of its own (marks repeat the call); toxicity, %; measured here: cytotoxicity by cell density;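 0% = mean cell density of plate MIN control wells and 100% = no cells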
# Autophagy mod cell loss 18 h: second read-out of Autophagy mod, no call of its own (marks repeat the call); toxicity, %; measured here: cell loss, nuclei count;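 cell loss after 18 h compound exposure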
# Myeloid diff MLP GFP+ MAC1+ %: recorded beside Myeloid diff MLP, whose call it bears; GFP+ MAC1+ double positive, %; measured here: differentiation confirmed by MAC1 staining
# Starred values were filed as active, the others as inactive; i = inactive; ? = inconclusive; nt = no result given; + = active, no number.
SMILES,West Nile antiviral,WT yeast gro inh,WT yeast gro inh mutant strain,Lipid droplet,Lipid droplet cells 6.5 µM,b-catenin transl,b-catenin transl cell count 5 µM,Ins promoter up,Ins promoter up cell count,Myeloid diff MLP,Myeloid diff MLP GFP+ MAC1+ %,MT stabilize HCS,MT stabilize HCS Hoechst-high %,MT stabilize HCS cytotoxicity %,Autophagy mod,Autophagy mod cell loss 18 h,T cell HTS,T cell HTS vesicle-bound %
O=C(COc1ncnc2c(Cl)cc(Cl)cc12)Nc1cc([N+](=O)[O-])ccc1Cl,-0.7%,3,-30,-4,650,nt,nt,-0.19,1158,i,0.2,1.8,2.1,1.8,i,8,i,27
COc1ccc(C(C(=O)NC2CCCC2)N(C(=O)c2csnn2)C2CCCC2)cc1 (stereo unspecified),-1.0%,nt,nt,2,784,nt,nt,nt,nt,i,0.5,nt,nt,nt,nt,nt,i,25
CNC(=S)N(CCc1cccc(C)c1)Cc1cc2cc(OC)c(OC)cc2[nH]c1=O,-0.5%,-13,15,-18,602,-2.1,1289,-0.48,1279,i,1.0,1.9,1.6,9.5,i,-13,i,26
CC(C)N1CCc2c(sc(NC(=O)c3ccc4ccccc4c3)c2C(N)=O)C1,?,nt,nt,-6,655,nt,nt,nt,nt,?,nt,nt,nt,nt,nt,nt,i,26
CCOc1ccc(-c2c(C(=O)N/N=C/c3ccc(C)s3)nnn2-c2nonc2N)cc1,-0.3%,nt,nt,-27,688,nt,nt,nt,nt,i,1.0,nt,nt,nt,nt,nt,i,23
CCc1ccccc1N1C(=O)c2ccccc2S1(=O)=O,-0.4%,-7,-13,40,743,-1.0,580,-0.94,1362,i,0.2,2.4,1.8,2.8,i,-2,i,47
O=C(Nc1nnc(-c2ccc3c(c2)CCCC3)o1)c1ccc(Cl)cc1Cl,0.6%,75,75,7,637,0.0,1089,-0.54,1790,i,1.5,6.7,1.6,6.0,i,11,i,44
Cn1cc([N+](=O)[O-])c(C(=O)N/N=C/c2ccccc2)n1,-0.5%,13,-1,nt,nt,-0.8,1491,-0.05,1538,i,0.9,2.1,1.3,6.5,i,6,i,8
Cc1nn(-c2ccccc2)c(Cl)c1/C=N/Nc1nnc(C)c(=O)[nH]1,?,-13,6,27,762,0.8,1530,1.9,1462,i,0.2,4.0,2.4,3.9,i,7,i,63
COC(=O)c1ccc(OCCOc2ccccc2C)cc1,-0.6%,nt,nt,0,797,nt,nt,nt,nt,i,0.6,nt,nt,nt,nt,nt,i,58
C[C@]12CCC3C(CC[C@H]4CC(O)CC[C@]34C)C1CC/C2=N/NC(=O)c1ccncc1 (stereo partly specified),-0.4%,nt,nt,-4,772,nt,nt,nt,nt,+,2.7*,nt,nt,nt,nt,nt,i,60
Cc1ccc(C(=O)Nc2ccncc2)cc1S(=O)(=O)N1CCOCC1,-0.7%,nt,nt,-8,712,nt,nt,nt,nt,i,1.6,nt,nt,nt,nt,nt,i,19
Cc1cc(C)cc(N(C(=O)c2ccc(Br)o2)C2C=CS(=O)(=O)C2)c1 (stereo unspecified),-0.3%,15,5,-24,767,-1.7,1131,-0.03,1223,i,0.2,2.3,2.3,4.2,i,7,i,43
Cc1ccc(-n2ccc(=O)c(C(=O)Nc3ccc(S(=O)(=O)Nc4nccc(C)n4)cc3)n2)cc1,0.2%,nt,nt,3,725,nt,nt,nt,nt,i,1.1,nt,nt,nt,nt,nt,i,11
Cc1cc(C)n(C(=O)CCC(=O)NCc2ccccc2)n1,-0.1%,nt,nt,nt,nt,1.7,683,0.01,1364,i,5.6,2.2,2.6,11,i,7,i,20
Cc1cccc(C(=O)Nc2cccc(OCC(=O)O)c2)c1,0.1%,26,10,6,740,0.0,1015,0.04,1372,i,0.2,4.3,2.1,2.5,i,-39,i,59
CCOC(=O)C1(CC2CC2)CCN(C(=O)c2ocnc2C)CC1,-0.1%,4,12,0,756,-0.7,1073,0.9,1318,+,1.4*,3.4,2.8,7.3,i,17,i,2
CN(Cc1ccccc1)S(=O)(=O)c1ccc(OCC(=O)Nc2cccc([N+](=O)[O-])c2)cc1,-0.2%,-14,-3,6,710,0.3,1085,0.7,1676,i,0.2,4.1,1.4,13,i,8,i,54
Oc1ccc(N=Nc2ccc3ccccc3c2)cc1,-0.6%,nt,nt,7,791,nt,nt,nt,nt,i,0.4,nt,nt,nt,nt,nt,i,65
Cc1ccc(C)c(NC(=O)CN(C)C(=O)c2cc(-c3cccs3)nn2-c2ccccc2)c1,0.1%,nt,nt,5,668,nt,nt,nt,nt,i,1.6,nt,nt,nt,nt,nt,i,49
CCn1cc(C(=O)O)c(=O)c2cc(F)c(N3CCN(C(=S)Nc4ccccc4OC)CC3)cc21,-0.1%,nt,nt,18,710,-0.8,1356,0.73,1081,i,0.6,nt,nt,nt,nt,nt,i,27
O=C1NCCN(Cc2ccc(Cl)c(F)c2)C1CC(=O)N1CCc2ccccc2C1 (stereo unspecified),0.6%,-4,6,-7,718,0.7,1003,nt,nt,i,0.1,2.8,2.0,4.7,i,4,i,36
Cc1ccnc(SCc2cn3c(C)cc(C)nc3n2)n1,-0.5%,-10,10,1,661,-3.7,1089,0.19,1274,i,1.1,5.2,2.7,6.7,i,-2,i,11
Cc1ccc(O)c(C(CC(=O)NCc2cccnc2)c2ccccc2)c1 (stereo unspecified),-1.4%,3,5,-1,667,0.2,1514,0.08,1430,i,0.1,4.0,4.5,1.8,i,6,i,29
COc1ccc(S(=O)(=O)NCC(c2cccnc2)N2CCN(c3ccccc3)CC2)cc1C (stereo unspecified),nt,-5,-2,-11,734,2.3,978,0.22,877,i,0.6,2.9,1.4,8.9,i,-4,i,52
SMILES,West Nile antiviral,WT yeast gro inh,WT yeast gro inh mutant strain,Lipid droplet,Lipid droplet cells 6.5 µM,b-catenin transl,b-catenin transl cell count 5 µM,Ins promoter up,Ins promoter up cell count,Myeloid diff MLP,Myeloid diff MLP GFP+ MAC1+ %,MT stabilize HCS,MT stabilize HCS Hoechst-high %,MT stabilize HCS cytotoxicity %,Autophagy mod,Autophagy mod cell loss 18 h,T cell HTS,T cell HTS vesicle-bound %
COc1ccc2c(c1)C1NC(=S)N[C@@](C)(O2)C1C(=O)Nc1ccccc1 (stereo partly specified),0.2%,-6,-14,-23,616,-0.8,1136,0.88,1953,i,0.7,3.4,1.4,8.6,i,5,i,24
Cc1c(C(=O)NCc2ccc3c(c2)OCO3)sc2nc(-c3ccc(F)cc3)cn12,0.0%,15,-9,1,687,-0.9,1129,0.94,1884,i,2.3,4.1,2.3,14,i,-22,i,25
CC(Oc1cc2oc(=O)c3c(c2cc1Cl)CCC3)C(=O)NCCCN1CCCC1=O (stereo unspecified),0.1%,nt,nt,-5,660,nt,nt,nt,nt,i,6.6,nt,nt,nt,nt,nt,i,10
COc1ccc(-c2csc(Nc3ccc(S(=O)(=O)Nc4cc(C)on4)cc3)n2)cc1,0.2%,5,0,1,677,-4.0,1155,-0.18,1562,i,0.2,4.5,0.7,6.8,i,-2,i,47
Cc1ccc(NC(=O)N2CCCN(Cc3ccc(F)cc3)C2)cc1C,-0.4%,-8,-4,nt,nt,-1.4,958,-0.52,1369,i,1.4,5.7,2.0,13,i,-54,i,59
COc1ccccc1/C=N/NC(=O)NC12CC3CC(CC(C3)C1)C2,-0.3%,nt,nt,16,820,nt,nt,nt,nt,i,0.4,nt,nt,nt,nt,nt,i,25
Cc1nc(N2CCN(c3ccccc3)CC2)[nH]c(=O)c1CCC(C)C,-0.3%,-3,6,2,708,-6.6,1045,0.42,1504,i,0.0,2.9,2.2,3.6,i,11,i,45
O=C(CSc1nnc(NC(=O)c2cccc(Cl)c2)s1)NCC1CCCO1 (stereo unspecified),-0.5%,nt,nt,6,762,nt,nt,nt,nt,i,1.6,nt,nt,nt,nt,nt,i,40
COc1ccccc1-n1c(SCC(=O)NC2CCCCC2)nc2c(c1=O)SCC2,-0.2%,-18,-2,nt,nt,nt,nt,0.03,882,i,2.4,2.9,4.3,7.8,i,-3,i,36
CN1CCN(S(=O)(=O)c2ccc(NC(=O)c3ccc(F)cc3Cl)cc2)CC1,-1.1%,nt,nt,6,833,nt,nt,nt,nt,i,0.6,nt,nt,nt,nt,nt,i,53
COC(=O)c1cc(C)nc2c1C(=O)C(=O)C=C2N1CCOCC1,0.2%,nt,nt,-20,802,nt,nt,nt,nt,?,nt,nt,nt,nt,nt,nt,i,64
COc1ccc(OCC(O)CN(CC(O)COc2ccc(OC)cc2)c2cccc(O)c2)cc1 (stereo unspecified),0.9%,nt,nt,-1,657,nt,nt,nt,nt,i,2.4,nt,nt,nt,nt,nt,i,27
CN1/C(=C\C=C(C#N)C#N)C(C)(C)c2ccccc21,1.3%,-20,-6,3,696,-2.4,1052,-0.55,1611,i,0.3,2.8,2.8,9.1,i,-5,i,52
O=C1CCCc2ccccc2N1Cc1ccccc1Cl,0.0%,-8,-3,nt,nt,0.2,1364,0.18,1577,i,0.5,1.6,1.6,4.3,i,42,i,1
